Assay outcomes: PubChem BioAssay, National Center for Advancing Translational Sciences (NCATS)
TRHR PAM: allosterically enhances the human TRH receptor; TRHR cells, fluo-8 calcium fluorescence, EC20 TRH enhancement; P34981; enhancement, % at 2 µM; hit rate 0.66% among 360,000; in the data active = enhancement above about 30%; also: 0% is about no effect
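Enhancer read-out: after compound pinning and an initial kinetic agonist-mode read, an EC20 of TRH (10 nM final) was injected and fluo-8 calcium signal (Ex 480/Em 530) followed at 1 s/cycle for 100 cycles in TRHR-expressing cells.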
mIDH1 inhibitor: blocks human mutant IDH1 R132H enzyme | O75874 | IDH1-R132H enzyme, NADPH consumption, diaphorase/resazurin fluorescence | Potency, µM (doses to about 76.6 µM), without a hit: at the highest dose activity change, negative = inhibition, most hits filed as inhibitors | hit rate 0.093% among 390,000 | AID 602179; also: potency is read from the fitted curve at half-maximal effect; % is scaled to controls: 0 for no effect and ±100 for the full control effect; nearly all actives have a fitted effect of over 65% in size
Target sequence (O75874 whole entry R132H, stated change not applied): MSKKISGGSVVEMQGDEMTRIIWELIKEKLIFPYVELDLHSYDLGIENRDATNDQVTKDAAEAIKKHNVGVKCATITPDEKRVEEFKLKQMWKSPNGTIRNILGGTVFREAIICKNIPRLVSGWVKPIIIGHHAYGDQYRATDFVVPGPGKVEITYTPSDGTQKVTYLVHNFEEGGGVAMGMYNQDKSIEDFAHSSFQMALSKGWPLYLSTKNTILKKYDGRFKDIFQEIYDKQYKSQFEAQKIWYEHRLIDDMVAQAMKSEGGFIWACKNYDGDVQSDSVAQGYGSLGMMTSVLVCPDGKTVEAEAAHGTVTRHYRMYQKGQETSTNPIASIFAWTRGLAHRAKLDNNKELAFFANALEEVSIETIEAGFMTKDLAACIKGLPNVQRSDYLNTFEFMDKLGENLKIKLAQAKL
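IDH1-R132H (0.5 ug/mL dispensed) in pH 7.5 Tris buffer was preincubated 30 min with compound, then given a substrate mix of 0.016 mM NADPH and 2 mM alpha-KG for 80 min at room temperature; remaining NADPH was read by diaphorase/resazurin fluorescence.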
TrxR1 substrate: substrates of rat thioredoxin reductase 1; O89049; AID 588456; Potency, µM (titrated, usually from 114 µM), without a hit: at the highest dose activity change, negative = substrate turnover; hit rate 0.01% among 390,000; purified TrxR1 substrate turnover, NADPH consumption readout; also: potency is read from the fitted curve at half-maximal effect; % is scaled to controls: 0 for no effect and ±100 for the full control effect; nearly all actives have a fitted effect of over 50% in size
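Rat TrxR1, dispensed at 90 nM, was prereduced with 400 uM NADPH (final) for 5 min at ~22 deg C, then incubated with compound 15 min before 400 uM selenite. A first-read NADPH fluorescence drop versus no-compound background flagged substrates.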
PI4K2A block: blocks human PI4K2A kinase activity; Q9BTU6; purified PI4K2A, ADP-Glo luminescence, 1 h; hits give low values; activity change, negative = inhibition, % at 76.9 µM; hit rate 0.13% among 420,000; AID 1346378; in the data active = activity change below about -50%; inconclusive = mostly about -30% to -49%;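 also: -100% = wells without enzyme as full effect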
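ADP-Glo luminescence measured ADP generated by PI4K2A enzyme (4 ug/mL before mixing) with 1.2 mM PI substrate (pre-mix) and 300 microM ATP (pre-mix). Tris pH7.5 buffer with MgCl2, Triton X-100; 1 h reaction at ambient temperature.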
TrxR1 inh: inhibitors of rat thioredoxin reductase 1 | O89049 | recombinant rTrxR1, NADPH fluorescence consumption, selenite substrate | Potency, µM (titrated, usually from 114 µM), for the others: at the top dose activity change, negative = inhibition, most hits filed as inhibitors | hit rate 1% among 390,000; also: potency is read from the fitted curve at half-maximal effect; % is scaled to controls: 0 for no effect and ±100 for the full control effect; nearly all actives have a fitted effect of over 65% in size
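Rat TrxR1 (90 nM in the dispensed reagent) was pre-reduced with 400 uM NADPH for 5 min at room temperature, then incubated with compound for 15 min. After 400 uM selenite was added, NADPH fluorescence (Ex 340/Em 450 nm) was followed for 8 min.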
D2 ag: activates the human D2 dopamine receptor | P14416 | HEK293 T-REx D2 cells, calcium flux agonist mode | activation, % at 2 µM | hit rate 0.53% among 340,000;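 active = activation over 3 SD above normal in the single-dose calcium agonist read, cut at about 30% in these data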; also: 0% is about no effect
Target sequence (P14416 whole entry, looked up): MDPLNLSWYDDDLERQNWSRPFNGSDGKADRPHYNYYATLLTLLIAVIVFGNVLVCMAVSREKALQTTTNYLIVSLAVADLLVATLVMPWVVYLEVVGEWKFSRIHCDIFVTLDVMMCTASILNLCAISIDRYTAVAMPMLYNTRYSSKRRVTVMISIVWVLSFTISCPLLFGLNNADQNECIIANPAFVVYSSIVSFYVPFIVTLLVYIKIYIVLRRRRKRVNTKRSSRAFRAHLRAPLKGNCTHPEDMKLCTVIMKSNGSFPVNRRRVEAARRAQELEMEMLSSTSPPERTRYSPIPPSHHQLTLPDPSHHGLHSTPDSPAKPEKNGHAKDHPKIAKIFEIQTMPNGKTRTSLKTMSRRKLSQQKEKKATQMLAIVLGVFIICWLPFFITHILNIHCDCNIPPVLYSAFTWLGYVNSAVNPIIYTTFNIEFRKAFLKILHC
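Agonism scored from kinetic calcium signal (1 read/sec, 180 s) following compound pin transfer, after a 10 s baseline. Cells: HEK293 Trex line expressing inducible D2 receptor coupled to calcium, dye-loaded after overnight culture at 30 C.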
TRHR agonist: TRH receptor (human) agonism; hit rate 0.18% among 360,000; TRHR cells, calcium flux fluo-8, FDSS agonist mode; activation, % at 2 µM; P34981; in the data active = activation above about 30%; also: 0% is about no effect
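TRHR-expressing cells loaded with fluo-8 calcium dye; 23 nL library compound pin-transferred, kinetic FDSS fluorescence (Ex 480/Em 530) recorded about 180 s for agonist-induced calcium release, before a 10 nM TRH EC20 addition for potentiator mode.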
D2 antagonist: antagonists of human D2 dopamine receptor; P14416; HEK293 TREx D2 cells, calcium flux, dopamine EC80; inhibition, % at 10 µM; hit rate 2% among 340,000; AID 485344; in the data active = inhibition above about 30%; also: 0% is about no effect
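In this primary screen, negative modulation is detected by tracking calcium flux after an EC80 dopamine challenge in inducible HEK293 T-REx D2 cells preexposed to test compound for 180 s.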
USP1 inh: USP1/UAF1 (human) deubiquitinase inhibition; Potency, µM (top dose mostly 57.1 µM), for the others: top-dose activity change, negative = inhibition, hits mostly inhibitors; AID 743255; recombinant USP1/UAF1, Ub-Rhodamine cleavage fluorescence; hit rate 0.23% among 390,000; also: potency is read from the fitted curve at half-maximal effect; % is scaled to controls: 0 for no effect and ±100 for the full control effect; nearly all actives have a fitted effect of over 60% in size; inactives centre near -12
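High-throughput fluorogenic screen: 1nM USP1/UAF1 complex, Ub-Rho substrate 150nM final, 50mM HEPES pH 7.8 with 0.5mM EDTA, 0.1 mg/ml BSA, 1mM TCEP and 0.01% Tween-20.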
* hit, by the source's call; ? = inconclusive; . = no result given; & = joins results of further samples; [ ] = dose if it differs, or a comment. Unless noted, calls follow the shape of the dose curve; as a rule, active = well fitted inhibition curve with a large enough effect; inconclusive = small, poorly fitted or top-dose-only effect; inactive = no such curve, though single readings can be large or run the other way.

Screens in order – TRHR PAM	mIDH1 inhibitor	TrxR1 substrate	PI4K2A block	TrxR1 inh	D2 ag	TRHR agonist	D2 antagonist	USP1 inh
COc1ccc(N(CC(=O)NCCc2ccccc2)S(=O)(=O)c2ccccc2)c(OC)c1
  -7.4	19.2%	-0.8%	3.0	8.1%	0.6	-2.2	.	?
Cc1ccc(C(C)NC(=S)NC2CCCCC2)cc1C (stereo not given)
  5.0	.	.	.	.	-0.2	-0.1	-4.1	.
COc1ccc(/C=N/N2CCOCC2)cc1OCc1ccccc1
  1.2	2.2%	6.2%[57.1 µM]	0.3	18.8%[57.1 µM]	-0.4	0.0	-8.8	-17.7%
COc1ccc(-n2c(C)nc3cc(C(=O)NC4CCCCCC4)ccc32)cc1
  -13.6	12.9%	6.7%[57.1 µM]	-2.0	37.5%[activator][57.1 µM]	0.2	-0.5	.	3.3%
CN(c1ccccc1)c1nc(N)c(C#N)c(CC#N)c1C#N
  1.6	3.4%	3.2%[57.1 µM]	-5.4	-4.0%[57.1 µM]	1.1	1.0	-6.1	11.3%
O=C(NCc1ccccc1)c1cc2ccc3cccnc3c2[nH]1
  31.1*	26.0%	7.2%	-3.7	9.8%	-1.2	0.6	.	-11.0%
O=C(Nc1ccccc1C(F)(F)F)c1cc2nc(-c3ccccc3)cc(-c3ccccc3)n2n1
  0.2	0.0%	8.5%	0.6	7.9%	.	-1.0	.	-2.7%
CCOc1ccccc1N1CC(C(=O)Nc2c(C)n(C)n(-c3ccccc3)c2=O)CC1=O (stereo not given)
  -1.1	-7.2%	5.0%	-21.6	4.6%	.	1.0	.	-16.4%
Cc1nc(-c2ccc3c(c2)CCC(=O)N3)cs1
  3.3	3.4%	-18.5%[11.4 µM]	-1.8	33.8%[11.4 µM]	-0.2	0.1	-3.5	-5.6%
COC(=O)c1cn(NC(=O)C2COc3ccccc3O2)c(=O)c2ccccc12 (stereo not given)
  3.4	3.8%	1.9%	3.1	18.5%	0.2	0.8	-5.2	-2.8%
C=CCn1c(=O)c2c(nc3n2CC(C)CN3Cc2ccccc2)n(C)c1=O (stereo not given)
  5.8	-2.5%	-2.6%	5.1	12.5%	-0.6	0.4	1.6	-13.4%
CO/N=C\CC(=O)Nc1ccc(Oc2ccccc2)cc1
  -2.8	0.0%	2.4%	0.9	9.5%	-0.5	-0.5	0.8	-18.6%
Cc1cccc(C(=O)NC(=S)NCc2ccccc2)c1
  .	2.9%	-18.0%[57.1 µM]	1.9	-76.8%	.	.	.	-22.0%
CC1(C(=O)NC(=S)N(Cc2ccccc2)c2ccccn2)CC1(Cl)Cl (stereo not given)
  -1.9	3.1%	-4.0%	3.0	-10.7%	0.1	-0.1	-6.9	-7.8%
O=C(Nc1cccc(F)c1)c1sc(Cl)nc1-c1ccccc1
  -2.6	3.8%	-13.6%	2.7	-11.9%	2.8	0.7	-8.9	-12.8%
CCN(CC(=O)N1CCOCC1)S(=O)(=O)c1ccccc1
  -5.9	6.7%	-18.4%[57.1 µM]	3.5	21.2%[57.1 µM]	0.2	-0.1	11.9	-16.9%
COc1ccc(CC(=O)N/N=C(\C)c2cccnc2)cc1
  0.2	-6.1%	?	-6.1	?	0.0	0.2	-7.4	-23.2%
Cc1ccc(NC(=O)C2Cc3ccccc3CN2C(=O)c2ccco2)cc1S(=O)(=O)N(C)C (stereo not given)
  -3.7	3.5%	1.0%	1.0	?	0.0	-0.4	-4.1	-18.8%
CSC(=N/N=C(\N)c1cnccn1)SC
  18.0	-7.5%	-12.4%	2.9	-14.4%	1.4	0.5	-10.8	-10.3%
Clc1ccc(-n2cc(COCc3ccccc3)nn2)cc1
  -2.5	-5.0%	-1.5%[57.1 µM]	1.5	7.0%[57.1 µM]	-1.2	-0.3	0.3	-9.7%
COc1ccc(S(=O)(=O)NCc2ccncc2)cc1OC
  -7.6	0.0%	6.3%	5.1	12.1%	.	0.4	.	-14.0%
COCCn1c(SCc2ccc(OC)c(F)c2)nnc1-c1ccncc1
  2.4	-7.4%	-5.1%	-0.2	7.4%	1.0	0.5	10.8	2.3%
CCOC(=O)N1CCN(C(=O)CN2C(=O)c3ccccc3S2(=O)=O)CC1
  0.2	4.9%	4.8%	1.8	21.5%	-0.1	-0.1	13.3	-20.7%
Nc1nc(N)c(N=Nc2ccc(Cl)cc2)c(=O)[nH]1
  -4.5	-1.6%	-6.0%	-8.0	0.8%	0.3	0.5	3.6	-11.1%
COc1cc(/C=C2/SC(=S)N(CC(=O)O)C2=O)ccc1OC(=O)c1ccco1
  7.9	-0.1%	-8.7%	-9.0	-8.1%	0.3	1.8	15.3	-18.0%
CCCCCOC(=O)Nc1ccc(S(=O)(=O)Nc2cccc([N+](=O)[O-])c2)cc1
  10.4	-2.2%	-17.3%	-1.0	8.5%[57.1 µM]	-0.7	-0.9	-7.9	-9.4%
CC(O)c1cccc(NC(=O)Cc2cccc3ccccc23)c1 (stereo not given)
  -1.8	.	.	.	.	1.1	0.3	-6.7	.
CCC(Sc1nc2ncccc2[nH]1)C(=O)NCCc1ccccc1 (stereo not given)
  1.6	6.1%	4.2%[57.1 µM]	-3.4	-28.8%	.	59.6*	0.6	-0.1%
O=C(Cn1cnc2ccccc2c1=O)NCCC(=O)Nc1ccc2c(c1)OCO2
  10.3	6.2%	11.7%	-3.4	26.6%	-0.1	0.4	16.2	-22.9%
O=C(CSc1nnc(C2CC2)n1Cc1ccccc1)c1cc2ccccc2o1
  -0.6	3.8%	5.3%	3.8	?	0.3	-0.5	7.7	-16.0%
Cc1ccc(C(=O)CCNc2cccc(Br)c2)o1
  65.8*	1.8%	5.7%[57.1 µM]	7.9	?	-2.2	-1.0	-30.8	4.1%
CC(=O)Nc1ccc(S(=O)(=O)NC2Cc3ccccc3C2)cc1
  -0.9	0.2%	-1.2%	-0.2	-3.9%	0.3	0.2	19.8	-23.3%
Cc1ccc(-c2cc(C(=O)N3CCOCC3)c3ccccc3n2)o1
  .	-0.4%	344.5%[activator]	-3.4	5.7%	.	.	.	-21.8%
Cc1cccc(N(CC(=O)NCCc2ccccc2)C(=O)CCC(=O)Nc2ccccn2)c1C
  -1.6	21.7%	-6.8%	-2.3	5.1%[57.1 µM]	0.3	0.7	-14.3	-1.9%
O=C(COc1ccc(F)cc1)Nc1ccc(C(=O)OCc2cc(=O)n3nc(C4CC4)sc3n2)cc1
  -1.9	3.5%	2.5%[57.1 µM]	0.3	18.5%[57.1 µM]	1.8	0.5	.	?
COc1ccc(CN(Cc2nc3ccccc3c(=O)[nH]2)C(=O)NC2CCCCC2)cc1
  -2.4	?	1.8%	-4.1	10.4%	0.1	-1.5	-15.3	-13.5%
Cc1cc(/C=N/n2cnnc2)c(C)n1-c1ccccc1
  -3.4	6.1%	-1.3%[57.1 µM]	-4.3	6.3%[57.1 µM]	0.3	-0.1	-12.8	-7.2%
O=C(CSc1cccc(C(F)(F)F)c1)NC(=O)c1ccccc1
  -7.1	9.6%	5.9%[57.1 µM]	-4.0	1.7%[57.1 µM]	-1.8	1.0	0.1	-4.5%
Cc1ccc(CNC(=O)c2ccc3c(c2)nc(C)n3-c2cc(C)cc(C)c2)cc1
  0.6	-4.6%	5.4%[57.1 µM]	-0.5	16.5%[57.1 µM]	0.9	-0.7	.	-28.4%
O=C(/C=C/c1ccc(F)cc1)NC(=S)NC1CCCCC1
  13.9	12.9%	2.1%	3.0	7.6%	-2.1	-1.5	8.2	-16.4%
CCCn1c(=O)c2sccc2n2c(CCCC(=O)Nc3ccccc3OCC)nnc12
  -1.3	21.2%	5.3%[2.29 µM]	12.0	26.1%	-0.3	-0.4	.	?
Cc1ccc(C(=O)O/N=C\c2ccc(N3CCOCC3)c([N+](=O)[O-])c2)cc1
  2.9	2.2%	1.2%	4.3	8.5%	0.2	0.9	18.1	-5.5%
CCOCCCNC(=O)CN(Cc1ccc(Cl)cc1)S(C)(=O)=O
  4.0	-1.6%	6.2%[57.1 µM]	1.2	9.7%	-1.0	0.1	12.0	-5.6%
CCOC(=O)CSc1ncc(OC)c(=O)[nH]1
  7.9	4.5%	2.3%[57.1 µM]	-2.7	3.6%[57.1 µM]	1.0	0.1	-20.5	-13.6%
COC(=O)C(NNc1ccccc1C)(NC(=O)c1ccc(F)cc1)C(F)(F)F (stereo not given)
  3.1	0.3%	-1.2%	-9.2	28.2µM*	-0.3	-0.8	20.0	-14.7%
COc1ccccc1CNC(=O)c1cc(S(=O)(=O)N2CCOCC2)cn1C
  7.4	0.2%	-0.5%[57.1 µM]	-0.1	7.7%[57.1 µM]	0.3	-0.3	-0.9	-16.4%
O=C(Nc1nnc(S(=O)(=O)N2CCCCCC2)s1)c1ccc(Br)cc1
  7.4&3.2	25.3%&36.7%	3.9%&-11.4%	2.5&3.3	9.3%&11.9%	0.9&0.4	-0.5&0.8	0.4	-26.2%&0.4%
O=C1/C(=C\c2ccc(O)c(O)c2)C(c2ccccc2)=NN1c1ccccc1
  -17.9	-12.1%	3.8%	-13.6	?	5.9	-0.7	-4.4	-24.0%
COc1cc(C2CC(=O)Oc3cc(C)cc(C)c32)cc(OC)c1OC (stereo not given)
  .	1.8%	-10.5%	7.0	-5.8%	.	.	.	-2.7%
CC(OC(=O)CC1CCCCC1)C(=O)Nc1ccc(F)cc1 (stereo not given)
  -6.9	-1.0%	7.7%[57.1 µM]	-1.0	18.8%[57.1 µM]	-0.4	-0.1	-13.7	-14.3%
